Compound activity: PubChem, National Center for Advancing Translational Sciences (NCATS)
MBNL1-CUG inh = inhibitors of human MBNL1 binding to CUG repeat RNA. actives 0.036% (n = 280,000). Potency, µM (highest dose often 57.5 µM), without a hit: top-dose activity change, negative = inhibition, hits mostly inhibitors. TR-FRET MBNL1-His/biotin-(CUG)12 binding, 665/545 ratio. AID 2675; active means well fitted inhibition curve with a large enough effect in the signal ratio, with a control signal flat, not every such curve was filed as active; inconclusive means small, poorly fitted or top-dose-only effect, or effect the other way, or a change in a side signal; inactive means no such curve, though single readings can be large or run the other way; the % refers to the signal ratio; further: on the % scale 0 is the no-effect control and ±100 the full control effect
Target sequence (Q9NR56 whole entry, looked up): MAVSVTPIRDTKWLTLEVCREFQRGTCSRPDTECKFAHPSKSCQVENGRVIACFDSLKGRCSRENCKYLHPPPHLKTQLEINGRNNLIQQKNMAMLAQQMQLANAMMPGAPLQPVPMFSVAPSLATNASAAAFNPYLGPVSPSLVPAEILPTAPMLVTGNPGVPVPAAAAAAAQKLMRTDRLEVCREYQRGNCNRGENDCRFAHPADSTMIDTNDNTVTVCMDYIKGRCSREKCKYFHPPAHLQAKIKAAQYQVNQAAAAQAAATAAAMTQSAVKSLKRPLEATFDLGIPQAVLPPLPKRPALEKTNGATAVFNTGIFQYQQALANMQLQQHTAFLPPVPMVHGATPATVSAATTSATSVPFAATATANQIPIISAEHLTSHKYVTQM
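MBNL1-His + Biotin-(CUG)12, cpd titration 92 nM–58 uM; Tb anti-His Ab 0.055 ng/ul, SA-XL665 5 nM (final); 60 min RT; ratiometric 665/545 nm, Ex 340 nm; normalized to buffer and full-complex controls.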
p53 reactivation = mutant p53 re-activation in reporter cells. H1299 p53-A138V BP100-luciferase reporter, luminescence, 24 h. Potency, µM (titrated, usually from 92.2 µM), for the others: at the highest dose activity change, positive = activation, usual class: activators. actives 0.063% (n = 320,000). AID 504706; further: % of control where 0% means no effect; nearly all actives have a fitted effect of over 45% in size
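p53-null H1299 cells stably carrying temperature-sensitive p53-A138V and a BP100-luciferase reporter were pinned with compounds (4-point, 1:5 series) and held 24 hrs at 37 deg C. Luminescence was read 10 min after detection reagent.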
uPA surface inh = inhibitors of cell surface uPA generation | AID 540303 | actives 0.31% (n = 330,000) | Potency, µM (series often up to 38.3 µM), for inactives: top-dose activity change, negative = inhibition, most hits filed as inhibitors | cell surface uPA generation assay, qHTS; active means well fitted inhibition curve with a large enough effect; inconclusive means small, poorly fitted or top-dose-only effect; inactive means no such curve, though single readings can be large or run the other way; tested in mouse RAW 264.7 cells; further: on the % scale 0 is the no-effect control and ±100 the full control effect; nearly all actives have a fitted effect of over 55% in size
Rab9 prom act = activators of Rab9 promoter; Huh7 Rab9 promoter-luciferase reporter, luminescence, 24 h; Potency, µM (top dose mostly 9.22 µM), for inactives: at the highest dose activation, negative = inhibition, usual class: activators; actives 2.8% (n = 320,000); AID 485297; further: % of control where 0% means no effect; nearly all actives have a fitted effect of over 60% in size
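Stable Rab9-luc Huh7, 1500 cells/well, 2 h settle; cmpd in DMSO, 24 h, 37 °C/5% CO2; luciferase reagent 10 min RT; luminescence.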
MLL CXXC-DNA inh = inhibitors of human MLL CXXC domain-DNA interaction; Q03164; AID 2662; Potency, µM (doses to about 115 µM), inactives show at the top dose activity change, negative = inhibition, actives largely listed as inhibitors; MLL-CXXC / FITC-HOXA9 DNA fluorescence polarization; actives 0.037% (n = 290,000); active means well fitted inhibition curve with a large enough effect in the polarisation, with a control signal flat, not every such curve was filed as active; inconclusive means small, poorly fitted or top-dose-only effect, or effect the other way, or a change in a side signal; inactive means no such curve, though single readings can be large or run the other way; the % refers to the polarisation
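Purified MLL-CXXC (added from a 7 uM solution) was preincubated 5 min at ambient with pinned compounds in 50 mM Tris-HCl pH 7.5, 50 mM NaCl, 1 mM DTT, 0.05% BSA. Fluorescein-labeled HOX-A9 DNA (50 nM solution) followed, 30 min, then polarization read.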
RORg inh = blocks mouse ROR gamma transcriptional activity | Drosophila S2 Gal4-RORgamma UAS-luciferase reporter, 20 h | Potency, µM (highest dose often 53.6 µM), for inactives: top-dose activity change, negative = inhibition, usual class: inhibitors | actives 5.4% (n = 310,000); further: on the % scale 0 is the no-effect control and ±100 the full control effect; nearly all actives have a fitted effect of over 60% in size
Target sequence (P51450 whole entry, looked up, the tested form may be a part): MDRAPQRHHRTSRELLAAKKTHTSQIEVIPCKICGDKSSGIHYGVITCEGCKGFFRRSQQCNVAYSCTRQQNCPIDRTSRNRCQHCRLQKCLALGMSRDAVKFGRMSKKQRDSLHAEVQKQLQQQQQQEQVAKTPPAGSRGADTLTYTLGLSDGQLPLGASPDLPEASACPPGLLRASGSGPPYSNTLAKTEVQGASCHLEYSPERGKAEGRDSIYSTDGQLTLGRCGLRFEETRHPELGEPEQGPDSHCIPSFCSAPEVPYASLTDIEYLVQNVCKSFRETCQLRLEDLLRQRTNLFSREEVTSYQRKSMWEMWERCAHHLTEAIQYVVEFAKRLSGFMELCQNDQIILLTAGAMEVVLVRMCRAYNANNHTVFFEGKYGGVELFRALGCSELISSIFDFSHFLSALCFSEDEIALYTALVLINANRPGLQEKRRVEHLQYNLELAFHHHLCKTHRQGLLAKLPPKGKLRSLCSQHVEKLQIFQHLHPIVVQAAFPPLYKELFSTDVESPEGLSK
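Using a luciferase readout, inhibitors were identified by reduced reporter activity in Drosophila cells coexpressing a copper-inducible Gal4–ROR gamma fusion and UAS-driven Photinus luciferase, incubated 20 hr after 700 uM copper sulfate.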
FLuc modulator = counter-screen for miR-21 project: firefly luciferase inhibitors or activators; purified FLuc, Km substrates, luminescence inhibition; P08659; actives 6.9% (n = 360,000); Potency, µM (titrated, usually from 57.5 µM), inactives show top-dose activity change, negative = inhibition, actives largely listed as inhibitors;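 further: plate controls were vehicle for no effect and reference inhibitor for full effect; nearly all actives have a fitted effect of over 55% in size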
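Biochemical qHTS of compounds, final roughly 60 µM downward over six points, against 10 nM purified firefly luciferase using Km concentrations of substrates (10 uM D-luciferin, 10 uM ATP) in Tris acetate pH 7.5 buffer; luminescence output.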
BRCA1 expr act = BRCA1 expression activation; AID 624202; Potency, µM (highest dose often 46.1 µM), for the others: at the highest dose activation, usual class: activators; actives 1.1% (n = 380,000); MCF7-BRCA1-FFLuc reporter, luminescence, 48 h; response scale: scaled: vehicle 0%, 10 µM genistein 100%; further: nearly all actives have a fitted effect of over 80% in size; some results filed as inactive show a strong effect at the top dose
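Quantitative HTS in MCF7 cells stably reporting BRCA1 expression via firefly luciferase. Compound treatment lasts 48 h at 37 °C in phenol-red free MEM. Activation is expressed relative to genistein at 10 microM and DMSO.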
NPC1 promoter act = activators of NPC1 promoter; Potency, µM (highest dose often 9.22 µM), inactives show at the top dose activation, hits mostly activators; actives 2.4% (n = 320,000); Huh7 NPC1 promoter luciferase reporter, 24 h;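 further: % of control where 0% means no effect; nearly all actives have a fitted effect of over 60% in size; reporter is driven by a mutant NPC1 promoter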
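Stably transfected Huh7 (NPC1 promoter→luciferase), 1500 cells/well in Opti-MEM + 10% FBS, 2 h settle, then compound 24 h at 37 °C. Luminescence after 10 min with Amplite reagent.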
ELG1 genotox = induces genotoxicity in HEK293T cells with luciferase-tagged ELG1. HEK293T ELG1-luciferase reporter, luminescence, 16 h. Potency, µM (doses to about 46 µM), for the others: at the top dose activity change, positive = activation, actives largely listed as activators. actives 1.3% (n = 330,000). AID 504466; further: % of control where 0% means no effect; nearly all actives have a fitted effect of over 60% in size
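Reporter readout depends on ELG1 protein level, which increases with genetic stress. After 16 hr compound exposure at 37 °C, luciferase activity was quantified using ONE-Glo.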
Gal4-VP16 FLuc = inhibits Gal4-VP16 luciferase reporter, ROR gamma counter-screen | Drosophila S2 Gal4-VP16 UAS-luciferase, luminescence, 20 h | Potency, µM (doses to about 53.6 µM), for the others: at the highest dose activity, negative = inhibition, usual class: inhibitors | actives 3.5% (n = 310,000) | AID 2546;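 further: Gal4-VP16 expression switched on by copper sulfate through the metallothionein promoter; on the % scale 0 is the no-effect control and ±100 the full control effect; nearly all actives have a fitted effect of over 50% in size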
Starred values were filed as active, the others as inactive; ? = inconclusive; . = not tested or not shown; [ ] = remark or other dose. Unless noted, the call rests on the fitted dose curve; in most records, active means well fitted curve in the direction sought with a large enough effect; inconclusive means small, poorly fitted or top-dose-only effect, or another doubt; inactive means no such curve, though single readings can be large; an effect the other way counts as inactive or inconclusive. Potency means the concentration at half of the fitted maximal effect.

Every second line gives: p53 reactivation	FLuc modulator	NPC1 promoter act	Gal4-VP16 FLuc	RORg inh	MBNL1-CUG inh	MLL CXXC-DNA inh	Rab9 prom act	uPA surface inh	ELG1 genotox	BRCA1 expr act
- NNC(=O)C12CC3CC(C1)CC(n1ncnn1)(C3)C2
    -1%	6%	-10%	-13%	-17%	-16%[11.5 µM]	-1%	-4%	4%	-3%	-11%
- O=C1SC(c2ccccc2)=C/C1=C\N1CCCCC1
    4%	19µM*	18%	-4%	-3%	16%	-2%	20%	-12%	10%	5%
- COc1cccc(CCNC(=O)C2CCC(=O)N(Cc3cccc(OC)c3)C2)c1 (configuration not stated)
    26%	0%	2%	-13%	-3%	-11%	-11%	-3%	-5%	0%	14%
- COc1ccc(/C=C/C(=O)c2c(C)cc(C)[nH]c2=O)c2ccccc12
    -2%	2%	-9%	14µM*	?	10%	10%	-9%	-12%	-3%	-56%
- CNC(=S)N1CCC(Cc2ccccc2)CC1
    -8%	2%	1%	-5%	-22%	-3%	8%	0%	3%	10%	5%
- CCOc1ccc(-n2ccnc(SCC(=O)Nc3ccc(CC)cc3)c2=O)cc1
    3%	?	-6%	.	.	.	.	-2%	-1%	0%	0%
- CCOc1ccccc1N1C(=O)c2ccc(C(=O)Nc3cccnc3)cc2C1=O
    1%	-2%	7%	13µM*	18%	?	5%	0%	5%	-4%	-6%
- CC1(C)N=C(c2ccc(Cl)cc2Cl)C(=O)N1
    ?	-3%	-2%	-2%	3%	-5%	25%	0%	-1%	-4%	1%
- CCOc1ccc(C(=O)Nc2ccccc2C#N)cc1[N+](=O)[O-]
    4%	0%	-1%	1%	34%	?	1%	-18%	-2%	-4%	-11%
- CCOc1ncccc1C(=O)OCc1cn2cc(Cl)ccc2n1
    9%	5%	0%	-10%	21%	5%	1%	-13%	-5%	1%	-41%
- O=C(COC(=O)c1ccc2c(c1)OCO2)Nc1cccc(F)c1
    9%	-8%	0%	.	.	.	.	4%	-2%	2%	-2%
- CCCCCC(=O)Nc1nc(C)c(-c2csc(Nc3ccc(Cl)cc3)n2)s1
    -6%	?	0%	3%	10%	3%	20%	-9%	12%	0%	-44%
- COc1ccc(C(=O)Cn2c3ccccc3n3nc(CCC(=O)O)c(=O)nc23)cc1OC
    4%	-2%	1%	1%	10%	-4%	1%	0%	-1%	1%	1%
- CCOC(=O)Cn1nnc(-c2cc(OC)c(OC)c(OC)c2)n1
    6%	1%	-5%	-2%	9%	.	-2%	-4%	1%	3%	5%
- Cc1ccc(SCC2=NN(c3nc(C)cc(C)n3)C(=O)C2)cc1
    0%	-1%	0%	0%[10 µM]	?	19%	-4%	-11%	0%	6%	-23%
- O=C(CCl)c1ccc2c(c1)CCN2C(=O)C1CC1
    -8%	-4%	-7%	?	?	1%	5%	-2%	.	?	.
- Cc1ccc(C)c(NS(=O)(=O)c2cc(C(=O)NCC3CCCO3)ccc2C)c1 (configuration not stated)
    -7%	4%	-4%	1%	-1%	1%	12%	-3%	-2%	-4%	-25%
- Cc1ccc(C(=O)COC(=O)C2CC(=O)N(c3nc(-c4ccccc4)cs3)C2)cc1 (configuration not stated)
    -1%	-13%	-1%	6%	14%	8%	16%	1%	2%	5%	8%
- O=C(NNC(=O)c1cccc2ccccc12)c1ccccc1O
    5%	-17%	-5%	5%	-1%	4%	-1%	0%	-12%	-14%	-27%
- O=C1NCCCC1C(=O)N1CCN(C(=O)c2ccco2)CC1 (configuration not stated)
    -3%	1%	-4%	-6%	4%	4%	-2%	7%	10%	-1%	3%
- COc1ccc(C(=O)N2CCN(C(=O)CC(C)C)CC2)cc1OC
    -3%	1%	3%	2%	3%[10 µM]	0%	-4%	2%	-3%	-2%	-4%
- CCOCCCNC(=S)NNC(=O)CCn1nc(C)c(Br)c1C
    0%	2%	-3%	3.2µM*	1.4µM*	-1%	-3%	-2%	.	-10%	1%
- Cc1ccccc1NCC(=O)N/N=C/c1c(C)c(C(=O)c2ccc(Cl)cc2)n2ccccc12
    -10%	2%	-5%	-2%	-2%	0%	9%	-4%	4%	-5%	-43%
- CCCCOc1ccc(C(=O)N(CC)CC(=O)NCc2cccs2)cc1
    -5%	-2%	1%	-9%	2%	-4%	-2%	1%	1%	-16%	-45%
- COc1ccc(CCC(=O)NCc2ccc3c(c2)OCO3)cc1
    -3%	-1%	-18%	-6%	-20%	-2%	3%	-4%	-5%	3%	53%
- Cc1ccc(NS(=O)(=O)c2ccc(F)cc2)nc1
    .	0%	-2%	.	.	5%	-15%	0%	19%	0%	0%
- COc1cc(-c2noc(-c3ccco3)n2)cc(OC)c1OC
    3%	-12%	17%	9%	0%[10 µM]	-6%	-7%	25%	-6%	12%	2%
- CC(OC(=O)C1CC1C)C(=O)Nc1ncc(Cl)cc1Cl (configuration not stated)
    -6%	-1%	-1%	.	.	.	.	-2%	1%	3%	12%
- Cc1c(-c2ccc(Br)cc2)nc2ccccn12
    ?	2.4µM*	3.2µM*	?	10µM*	13%	1%	2.5µM*	-4%	?	19%
- CCOC(=O)c1sc2nc(NC(=O)COc3ccccc3)sc2c1C
    8%	?	-5%	7%	24%	5%	3%	-2%	2%	3%	-3%

Every second line gives: p53 reactivation	FLuc modulator	NPC1 promoter act	Gal4-VP16 FLuc	RORg inh	MBNL1-CUG inh	MLL CXXC-DNA inh	Rab9 prom act	uPA surface inh	ELG1 genotox	BRCA1 expr act
- COc1cc(/C=C2/CCc3ccccc3C2=O)cc(OC)c1OC
    ?	?	1%	-5%	-7%	-4%	2%	-2%	-7%	-6%	-33%
- CCOc1ccc(N2CSC(=S)N(c3ccc(OCC)cc3)C2)cc1
    0%	3%	-4%	-24%	?	12%	-3%	-6%	0%	1%	20%
- Cc1cccc2c1NC(=O)C21OCC(CO)([N+](=O)[O-])CO1 (configuration not stated)
    7%	0%	-1%	-7%	7%	-9%	1%	-1%	9%	0%	-7%
- Cc1ccc(S(=O)(=O)N2CCCC2C(=O)OCc2nc3sc(C)c(C)c3c(=O)[nH]2)cc1 (configuration not stated)
    0%	0%	-1%	14%	-17%	-10%	2%	8%	3%	1%	-4%
- Nc1nc2ccccc2n1/N=C/c1ccc([N+](=O)[O-])s1
    24%	5%	-15%	?	-25%	.	1%	-32%[inhibitor]	-5%	-1%	-110%[inhibitor]
- Cc1ccccc1C(OCC(O)CN1CCN(CCO)CC1)c1ccccc1 (configuration not stated)
    2%	1%	-4%	3%	7%	-7%	12%	-5%	-3%	0%	-8%
- Cc1ccc2oc(-c3ccco3)cc(=O)c2c1
    4%	9.5µM*	?	?	-24%	27%	-7%	2.8µM*	-12%	21µM*	3.5µM*
- Oc1ccccc1C1OCC2(CO1)COC(c1ccccc1O)OC2 (configuration not stated)
    0%	2%	0%	-11%	20%	1%	1%	-3%	-2%	-1%	-28%
- CCCNC(=O)NC(=O)COc1ccc2oc3ccccc3c2c1
    4%	-4%	-5%	10%	12%	2%	-1%	-2%	11%	-4%	4%
- COc1ccc(Cl)cc1N(CC(=O)NC1CC1)S(=O)(=O)c1ccc(C)c([N+](=O)[O-])c1
    0%	-2%	-6%	2%	6%	2%	4%	-10%	-1%	-1%	0%
- O=C(CN1CCCCC1)Nc1ccc(N2CCCCCC2)cc1
    2%	-18%	-2%	8%	23%	-15%	18%	1%	-6%	0%	-3%
- Cc1cccc(N2CCN(C(=O)CNC(=O)c3cccc([N+](=O)[O-])c3)CC2)c1C
    -6%	-1%	-3%	-2%	?	?	-2%	-11%	0%	-16%	-34%
- Cc1ccc(Cl)cc1N1CCN(CC(=O)NC2CCCc3ccccc32)CC1 (configuration not stated)
    -4%	2%	-3%	-11%	20%	5%	0%	-3%	9%	-4%	-42%
- COc1cccc(C(=O)NCCS(=O)(=O)NC(C)CCc2ccccc2)c1 (configuration not stated)
    -2%	4%	-2%	.	.	.	.	-4%	-10%	-7%	-13%
- Cc1cccc(S(=O)(=O)c2c(N)n(-c3ccccc3)c3nc4ccccc4nc23)c1
    -4%	4%	3%	-7%	39%	0%	6%	-2%	25%	1%	-55%
- Cc1cc(C(=O)NC2CCCC2)c2ccccc2n1
    0%	0%	1%	-5%	-4%	?	19%	-43%[inhibitor]	0%	0%	-18%
- CCOc1ccc(S(=O)(=O)NCc2ccncc2)cc1NC(=O)c1ccccc1
    -3%	-2%	-25%	.	.	.	.	-26%	?	?	-44%

Not all compounds are listed; the hit share may differ from the screen's.
